Bioassay records deposited in PubChem BioAssay by several laboratories.
Dengue-2 NS5 capping – Dengue-2 NS5 methyltransferase inhibitors, primary screen, biochemical, confirmation dose response (AID 588689) | Dengue-2 NS5 methyltransferase capping enzyme assay, biochemical; higher % means a stronger effect | actives 0.3% (n = 340,000) | one-dose inhibition, % at 25 µM; IC50 in µM for titrated hits; in the data active means a potency from the dose series; inconclusive means inhibition above about 29% without an active follow-up result
KOR beta-arrestin-1 – KOR agonists, beta-arrestin recruitment, primary screen, cell-based, luminescence, uHTS (AID 1777); Kappa-type opioid receptor (Homo sapiens); KOR beta-arrestin recruitment, luminescence; higher % means a stronger effect; activation, % at 10 µM, or EC50 in µM where a hit was titrated; actives 0.02% (n = 280,000); in the data active means activation above about 50%, passing the limit was not always enough; further: a part of the inactive calls stands beside numbers as strong as those of hits
AID2073 – inhibitors of Mint1-CaV2.2 protein interaction, biochemical, HTRF (AID 2073); HTRF protein-protein interaction, Mint1-CaV2.2; higher % means a stronger effect; inhibition, % at 20 µM, or IC50 in µM where a hit was titrated; actives 0.19% (n = 290,000); in the data active means inhibition mostly above about 51%, no sharp cut-off; inconclusive means no clear call, values can overlap the other calls; inactive means mostly below about 53%; further: some results filed as inactive read as strong as hits
NOD1 inhibition – NOD1 signaling inhibitors, primary screen, cell-based, luminescence, uHTS (AID 1578) | NOD1-driven NF-kB luciferase reporter cells, luminescence; higher % means a stronger effect | one-dose inhibition, % at 4 µM; EC50 in µM for titrated hits | actives 1% (n = 290,000); in the data active means inhibition mostly above about 36%, no sharp cut-off; inactive means mostly below about 34%;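 further: HEK-293T reporter cells stimulated with the NOD1 agonist gamma-tri-DAP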
HIV fusion peptide – inhibitors of HIV fusion peptide binding, primary screen, biochemical, uHTS, fluorescence dequenching (AID 1986); inhibition, % at 20 µM; hits with a dose series show IC50 in µM; cell-free peptide binding, fluorescence dequenching, 30 min; higher % means a stronger effect; actives 0.3% (n = 290,000); in the data active means inhibition mostly above about 52%, no sharp cut-off; inactive means mostly below about 76%; further: some results filed as inactive read as strong as hits
KOR beta-arrestin-2 – KOR antagonists, beta-arrestin recruitment, cell-based, luminescence, uHTS (AID 1778) | Kappa-type opioid receptor (Homo sapiens) | KOR beta-arrestin recruitment, luminescence, antagonist mode; higher % means a stronger effect | inhibition, % at 10 µM; hits with a dose series show IC50 in µM | actives 0.091% (n = 290,000); further: strong numbers were not always called active
NOD2 inhibition – NOD2 signaling inhibitors, cell-based, luminescence, uHTS, HEK293 (AID 1566). HEK293 NOD2/NF-kB luciferase reporter, luminescence; higher % means a stronger effect. one-dose inhibition, % at 4 µM; EC50 in µM for titrated hits. actives 0.63% (n = 290,000); further: many of its hits are not listed in these tables
Yfh1-off respiration – enhancers of respiration in Yfh1-depleted yeast, dose response, Friedreich's ataxia, plus single-dose screen (AID 1465). S. cerevisiae Yfh1-off respiration, WST-1 reduction, 72 h; higher fold induction means a stronger effect. one-dose fold induction at 50 µM; EC50 in µM for titrated hits. actives 0.074% (n = 220,000);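 active means fold induction of absorbance versus untreated yeast above a set limit, then at least 30% activation at any dose in follow-up; inconclusive means repeats straddling the limit, or above it without dose testing; inactive means fold induction below the set limit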;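 further: activators that raise dye reduction in frataxin-depleted yeast; strong numbers were not always called active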
West Nile antiviral – West Nile virus antiviral activity, cell-based, CPE readout (AID 1621) | West Nile virus-infected cells, CPE inhibition; higher % means a stronger effect | one-dose CPE inhibition, % at 10 µM; IC50 in µM for titrated hits | actives 0.02% (n = 290,000); in the data active means a potency from the dose series; inconclusive means CPE inhibition mostly from about 3.7% at the one dose, without a potency; inactive means the rest, 99 in 100 with CPE inhibition below about 2.2%; further: strong numbers were not always called active
* = called active by the depositor; i = inactive; ? = inconclusive; / = not tested or not shown; [ ] = another dose, or the depositor's remark. Unless noted, no stated cut-off is given here; in the data, active means inhibition above about 50%; inactive means the rest.

Every second line gives: Dengue-2 NS5 capping, KOR beta-arrestin-1, AID2073, NOD1 inhibition, HIV fusion peptide, KOR beta-arrestin-2, NOD2 inhibition, Yfh1-off respiration, West Nile antiviral
> Cc1ccc(NC(=O)C2CCCN2C(=O)Oc2ccccc2)cc1 (configuration not stated)
 : 0%, 6.6%, -1%, -12%, -0.7%, 39%, 8%, i, 0.2%
> Cc1cccc(N2CCN(C(=O)CCn3c(=O)[nH]c4ccccc4c3=O)CC2)c1C
 : -2%, 6.5%, -5%, -28%, 5.0%, -23%, -10%, i, -0.2%
> COc1ccc(C(=O)NC(=S)NNC(=O)COc2ccccc2)cc1
 : -2%, -2.9%, 21%, 11%, 3.8%, -44%[20 µM], 24%, i, -0.2%
> CCOC(=O)c1c(C)[nH]c(C)c1C(=O)COC(=O)c1c(OC)cccc1OC
 : /, -2.8%, 8%, 23%, -2.4%, 17%, -15%, i, -0.6%
> O=C(c1cccc(NC2=NC3CS(=O)(=O)CC3S2)c1)N1CCN(c2ccc(F)cc2)CC1 (configuration not stated)
 : 1%, -3.4%, -1%, -12%, 0.5%, 6%[20 µM], 9%, /, 0.3%
> Cc1cc(OCC(=O)Nn2cnnc2)c(C)cc1Br
 : -4%, -0.9%, 8%, -2%, 4.0%, 20%, -13%, i, 0.3%
> COc1ccc(CN2CCN(C3CCOCC3)CC2CCO)c(C)c1C (configuration not stated)
 : 1%, -2.2%, ?, -23%, 1.6%, -26%, 5%, i, 0.0%
> CC1(C)C(c2cccs2)=NC(c2ccccc2)N1O (configuration not stated)
 : -7%, 17%, -4%, -8%, -2.2%, 3%, 16%, i, -0.7%
> CC(NCC1(N2CCOCC2)CCCCC1)C(=O)N1CCc2ccccc21 (configuration not stated)
 : 2%, -4.1%, 2%, 10%, 3.5%, 0%, 7%, i, -0.5%
> Cc1cccc(NC(=O)CCN2C(=O)c3ccccc3S2(=O)=O)c1C
 : 3%, 1.4%, 3%, 48%, 1.0%, -24%[20 µM], 6%, /, 0.2%
> O=C(Nc1ccc(O)cc1)c1ccc2c(c1)C(=O)N(Cc1ccco1)C2=O
 : 2%, -0.5%, 20%, -6%, 8.3%, 22%, 11%, i, -0.6%
> CC(=O)Nc1ccc(C(=O)N/N=C/c2cc(Br)cc(Br)c2O)cc1
 : -8%, 0.0%, 37%, -10%, 3.9%, -8%, 37%, i, -0.5%
> COc1ccc(CCN(C(=O)C(F)(F)F)C(C(=O)NC2CCCCC2)c2ccc(C)s2)cc1 (configuration not stated)
 : -1%, 0.3%, -4%, -47%, 2.2%, -4%, 8%, i, -0.7%
> Cc1cc(Cl)ccc1Oc1ncc(-c2ccc(Cl)cc2)cn1
 : 3%, 4.2%, 8%, 19%, 6.4%, -28%, 19%, i, -0.1%
> Cc1ccc(C(=O)N/N=C2\CCSC2)cc1[N+](=O)[O-]
 : -3%, -5.4%, 2%, -23%, -2.2%, 15%, 5%, i, -0.4%
> COc1cc2ncnc(NCCCN3CCOCC3)c2cc1OC
 : -2%, 12%, 12%, -5%, -1.8%, -20%, 5%, i, -0.2%
> Cc1cccc(OCC(=O)NC2CCCCCC2)c1C
 : -1%, 1.0%, 42%, -40%, 0.1%, 12%, -3%, /, -1.3%
> CC(C)C[C@H](NC(=O)c1[nH]cnc1C(=O)Nc1ccc(CNC(=O)OC(C)(C)C)cc1)C(=O)OC(C)(C)C
 : -10%, 0.4%, 18%, -10%, 1.1%, -1%, -7%, i, 1.1%
> N#Cc1cnn(-c2ccccc2)c1NC(=O)CN1CCN(c2ccccc2)CC1
 : /, 0.3%, 6%, 4%, 0.9%, 4%, -7%, i, 0.2%
> CCC(=O)Nc1ccc2c(c1)nc1n2CCN(CCOC)C1
 : 5%, /, 19%, -4%, 1.3%, /, 7%, /, -0.7%
> COc1cc(OC)cc(C(=O)NC(=S)Nc2ccc3c4c(cccc24)CC3)c1
 : 1%, -2.8%, -10%, 12%, -0.9%, 7%, 5%, i, 1.1%
> CCn1ccnc1CN(C)C(=O)c1cc(COc2ccc(-n3cncn3)cc2)on1
 : -5%, 1.1%, 2%, -14%, -1.1%, 6%, 19%, /, -0.3%
> O=C(O)CCC(=O)NNC(=O)COc1cccc(Cl)c1
 : -4%, 0.9%, -3%, -19%, 1.1%, 2%, 4%, i, 0.5%
> N#Cc1cnn2c(-c3ccccc3)ccnc12
 : -2%, 5.3%, 39%, -2%, -0.8%, 44%, 16%, i, 0.2%
> Cc1nn2c(-c3ccc(S(=O)(=O)N4CCN(CCO)CC4)o3)nnc2c2ccccc12
 : -6%, -4.7%, ?, -24%, -0.5%, 8%, 10%, /, -0.5%
> O=C(CSc1nnc2c(n1)[nH]c1ccccc12)Nc1ccc(S(=O)(=O)Nc2ncccn2)cc1
 : -9%, 1.3%, 15%, 3%, 11%, -44%, 18%, i, 0.0%
> Cc1ccc(C(=O)CSc2nnc(COc3cc(C)cc(C)c3)o2)cc1
 : -11%, 0.3%, -2%, -20%, -3.5%, 20%, 0%, i, -0.6%
> CCOc1cc(S(=O)(=O)NC2CCCC2)ccc1Cl
 : -6%, -0.3%, 6%, -10%, -2.2%, -4%, 2%, i, -0.2%
> O=C(c1ccc(-n2nc(C(F)(F)F)c3c2CCCC3)cc1)N1CCOCC1
 : /, -4.2%, -3%, -40%, 0.5%, -12%, 5%, i, -0.4%
> Cc1cc(-c2nnc(SCC(=O)c3ccc(Cl)cc3)o2)no1
 : -11%, -4.0%, -1%, -24%, 2.1%, /, 1%, i, -0.9%

(further entries)
Every second line gives: Dengue-2 NS5 capping, KOR beta-arrestin-1, AID2073, NOD1 inhibition, HIV fusion peptide, KOR beta-arrestin-2, NOD2 inhibition, Yfh1-off respiration, West Nile antiviral
> O=C(O)[C@H](Cc1ccccc1)N1Cc2ccccc2C1=O
 : -4%, -5.9%, -4%, -6%, -2.1%, 18%, -1%, /, /
> COc1cc(/C=N\NC(=O)c2ccc(=O)[nH]n2)cc(OC)c1OC
 : -3%, 11%, -3%, 22%, -2.5%, -1%, 7%, i, 0.0%
> CCN1CCCC1CNC(=O)C(=O)NCCc1ccc(OC)c(OC)c1 (configuration not stated)
 : -5%, 1.0%, 1%, -6%, -0.3%, -16%, 7%, i, -0.1%
> Cc1ccc(-c2nc(C=Nc3cccc(C)c3)c(O)o2)cc1
 : 3%, 4.6%, -1%, 14%, -2.0%, -7%, 12%, i, 0.2%
> COc1ccccc1/C=C(/C(=O)OCC(=O)Nc1ccccc1C(C)C)c1ccccc1
 : 2%, -3.5%, 29%, -9%, -0.6%, 35%, -19%, i, -1.5%
> COC(=O)c1ccc(N2C(=O)C3C4C=CC(CC4)C3C2=O)cc1 (configuration not stated)
 : /, -0.4%, -3%, -20%, 0.6%, -8%[20 µM], 6%, /, 0.5%
> CC1(c2nnc(-c3ccc(Cl)cc3)o2)CC(c2cccc(Cl)c2)=NO1 (configuration not stated)
 : -7%, 1.3%, 6%, -5%, -1.2%, -3%, -26%, i, 0.1%
> Cc1ccc(-c2nn(-c3ccccc3)cc2CN(Cc2ccccc2)C(=O)c2ccco2)o1
 : -28%, -2.9%, 3%, 1%, 2.2%, 22%, -15%, i, 1.2%
> CCc1[nH]nc2c1C1(C(=O)N(Cc3ccccc3)c3ccccc31)C(C#N)=C(N)O2 (configuration not stated)
 : 2%, -1.5%, 3%, -13%, -3.8%, 29%, -7%, i, -0.6%
> COc1ccc(C2CC(=O)C=C(NCc3ccc4c(c3)OCO4)C2)cc1 (configuration not stated)
 : 9%, -0.6%, 8%, 1%, -1.4%, 4%, 11%, i, -0.4%
> COc1ccc(C(=O)N=C2SC3CS(=O)(=O)CC3N2c2ccccc2)cc1OC (configuration not stated)
 : 0%, -5.7%, 34%, 1%, -1.3%, 19%, -3%, /, 0.2%
> O=C(N/N=C/c1cccnc1)c1ccc(CN2c3cccc4cccc(c34)S2(=O)=O)cc1
 : 2%, 0.4%, 19%, -28%, 0.6%, -37%, 3%, i, -0.1%
> Cc1cccc(N2C(=O)CC(n3ccnc3)C2=O)c1C (configuration not stated)
 : 1%, 4.6%, 23%, -37%, -0.2%, -6%, -2%, i, 0.4%
> O=C1NC(=S)N(C(=O)c2ccc(F)cc2)/C1=C/c1cccnc1
 : /, 2.1%, -20%, 4%, 4.6%, 17%, 13%, i, 0.7%
> COc1ccc(CC(=O)NCC(=O)N/N=C/c2ccco2)cc1
 : 1%, -3.5%, -12%, -11%, 18%, 4%, 20%, i, 0.0%
> O=C(NCCc1nnc2ccccn12)c1cccs1
 : -4%, -5.9%, -7%, -35%, 0.5%, -18%, 6%, /, 0.0%
> CN1CCN(C/C(=C2/N=C(c3ccccc3)OC2=O)N(C)C)CC1
 : -3%, 3.0%, 2%, 22%, -0.2%, -28%, 8%, i, -0.7%
> Cc1ccc(OCC(=O)N2CCN(C(=O)CCC3CCCC3)CC2)cc1
 : 3%, -1.7%, 30%, 9%, 0.0%, -11%, 1%, i, -0.4%
> O=C(NCC1COc2ccccc2O1)Nc1ccccc1F (configuration not stated)
 : -6%, 6.7%, 0%, -6%, 0.1%, -23%, -3%, i, 0.0%
> CC1C(=O)Nc2ccc(S(=O)(=O)N3CCN(c4cccc(C(F)(F)F)c4)CC3)cc2NC1=O (configuration not stated)
 : -13%, 2.5%, 4%, 16%, -1.1%, -47%, 15%, /, 0.3%
> CCOC(=O)C1C(=O)CC(C)(O)C(C(=O)OCC)C1c1ccc(Br)cc1 (configuration not stated)
 : 8%, 8.5%, 0%, 17%, -0.8%, 6%, -1%, i, -0.3%
> Cc1ccc(CNC(=O)c2cc3c(=O)n(C)c4ccccc4c3n2C)cc1
 : 6%, 14%, 28%, -2%, -1.4%, 6%, 6%, i, 0.3%
> COc1ccc(C(=O)CC(=O)C(=O)Nc2ccccc2OC)cc1
 : -10%, 0.7%, 13%, 0%, 4.0%, 23%, 3%, /, -0.9%
> Cc1cccc(OCC(=O)Nc2nnc(S(=O)(=O)N3CCCCCC3)s2)c1
 : -1%, -0.4%, 4%, -27%, 6.2%, -4%[20 µM], 3%, /, -0.1%
> COc1ccc(C(=O)Nc2ccc(S(=O)(=O)Nc3onc(C)c3C)cc2)cc1
 : -14%, 2.9%, 3%, -17%, 2.5%, -15%, 0%, i, 0.4%
> Cc1ccc(OCCSc2nc(N)cc(N)n2)cc1
 : 3%, -2.5%, -3%, -8%, -0.7%, -3%, -36%, i, -0.9%
> O=C(CSc1nnc(CNC(=O)c2ccccc2F)o1)NCc1ccco1
 : -6%, -2.1%, 6%, -22%, 0.1%, -27%, 16%, /, 0.2%
> CNC(=O)C(=O)Nc1cc2c3c(c1)CCN3C(=O)CC2
 : -12%, -6.2%, 5%, 8%, 0.8%, -36%, 13%, /, -0.2%
> Cc1ccccc1C1c2[nH]c3ccccc3c2CCN1C(=O)c1ccc(=O)n(C)n1 (configuration not stated)
 : -4%, 1.6%, -9%, 25%, -2.7%, 11%, -6%, i, -0.4%
> Cn1c(SCC(=O)N2CCOCC2)nnc1-c1ccco1
 : -6%, 0.9%, 4%, -35%, 0.9%, 19%, 8%, /, 0.8%
> CCN1CCN(C(=O)c2cc3cc4ccc(OC)cc4nc3s2)CC1
 : 10%, 1.1%, 36%, -24%, 1.0%, -24%, 9%, i, -1.1%

These rows are one share of the data. The share of hits here may be higher or lower than overall.
